Mtb BioA inh: BioA (M. tuberculosis) enzyme inhibition; purified M. tuberculosis BioA enzyme, plate reader; inhibition, % at 9.99 µM; hit rate 0.096% among 360,000; AID 602481; in the data active means inhibition above about 40%
BoNT-A LC inh2: inhibitors of Botulinum neurotoxin A light chain protease; multiplex microsphere protease substrate cleavage, flow cytometry; inhibition, % at 10 µM; hit rate 0.17% among 360,000; AID 588499; further: plate controls were buffer without enzyme for full effect and enzyme alone for no effect
FBA Mtb inh: inhibits M. tuberculosis FBA enzyme; P9WQA3; purified M. tuberculosis FBA, fluorescence read-out; inhibition, % at 1 µM; hit rate 2.3% among 360,000; AID 588726; in the data active means inhibition above about 27%;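 further: 0% = vehicle and 100% = reference inhibitor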
Target sequence (P9WQA3 whole entry, looked up): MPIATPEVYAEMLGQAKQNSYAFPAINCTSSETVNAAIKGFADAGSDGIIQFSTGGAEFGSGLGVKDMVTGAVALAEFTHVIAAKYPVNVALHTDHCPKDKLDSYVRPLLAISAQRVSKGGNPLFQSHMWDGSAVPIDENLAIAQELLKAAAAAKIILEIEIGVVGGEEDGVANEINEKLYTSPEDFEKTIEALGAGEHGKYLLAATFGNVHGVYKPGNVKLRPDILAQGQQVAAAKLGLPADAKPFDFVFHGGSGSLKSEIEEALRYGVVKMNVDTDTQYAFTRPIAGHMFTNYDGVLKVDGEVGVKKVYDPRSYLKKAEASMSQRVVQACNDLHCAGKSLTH
PfHsp40 yeast: restores yeast growth despite PfHsp40 toxicity; S. cerevisiae expressing PfHsp40, growth rescue, ATP luminescence; hit rate 0.68% among 340,000; growth rescue, % at 12.5 µM; in the data active means growth rescue above about 28%, passing the limit was not always enough;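 further: yeast W303a lacking pdr1 and pdr3 grown in galactose medium; growth measured after three days at 30 °C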
FadD28 FP inh: inhibitors of Mycobacterium tuberculosis FadD28 bisubstrate binding; FadD28 bisubstrate probe binding, fluorescence polarization; inhibition, % at 12.5 µM; hit rate 0.22% among 360,000; in the data active means inhibition above about 8.5%, passing the limit was not always enough
BoNT F protease: inhibitors of Botulinum neurotoxin F light chain protease; Multiplex microsphere protease cleavage assay, flow cytometry; inhibition, % at 10 µM; hit rate 0.22% among 360,000; in the data active means inhibition above about 35%, passing the limit was not always enough; further: plate controls were buffer without enzyme for full effect and enzyme alone for no effect
Anthrax LF inh2: inhibitors of Bacillus anthracis lethal factor protease; P15917; multiplex microsphere protease cleavage assay, LF; inhibition, % at 10 µM; hit rate 0.12% among 360,000; further: plate controls were buffer without enzyme for full effect and enzyme alone for no effect
Mtb UGM inh: Mtb UDP-galactopyranose mutase inhibition; hit rate 0.06% among 320,000; purified UGM, fluorescence polarization probe displacement; inhibition, % at 10 µM; AID 504406; in the data active means inhibition above about 10%, passing the limit was not always enough
Target sequence (P9WIQ1 whole entry, looked up): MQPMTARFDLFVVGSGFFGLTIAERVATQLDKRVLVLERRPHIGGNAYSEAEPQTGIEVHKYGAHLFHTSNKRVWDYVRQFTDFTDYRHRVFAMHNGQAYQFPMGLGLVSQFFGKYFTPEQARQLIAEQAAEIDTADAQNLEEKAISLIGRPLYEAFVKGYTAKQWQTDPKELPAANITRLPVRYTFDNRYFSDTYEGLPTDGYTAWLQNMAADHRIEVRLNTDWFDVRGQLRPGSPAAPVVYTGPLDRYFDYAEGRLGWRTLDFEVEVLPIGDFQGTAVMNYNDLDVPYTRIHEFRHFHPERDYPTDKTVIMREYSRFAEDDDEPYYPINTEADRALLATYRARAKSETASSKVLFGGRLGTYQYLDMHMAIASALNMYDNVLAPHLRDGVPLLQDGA
GDH-TPI counter: inhibits GDH-TPI coupling enzymes, artifact for Mtb FBA screen; GDH-TPI coupled enzyme counterscreen, NADH absorbance; AID 588335; hit rate 1.2% among 360,000; inhibition, % at 4.8 µM; in the data active means inhibition above about 30%;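 further: 0% = DMSO wells and 100% = wells lacking the enzyme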
An asterisk follows results filed as active; x = no result given. Unless noted, no stated cut-off is given here; in the data, active means inhibition above about 30%; inconclusive means no clear call, values can overlap the other calls; inactive means below that.

SMILES	Mtb BioA inh	BoNT-A LC inh2	FBA Mtb inh	PfHsp40 yeast	FadD28 FP inh	BoNT F protease	Anthrax LF inh2	Mtb UGM inh	GDH-TPI counter
O=S(=O)(c1ccc(F)c(F)c1F)N1CCN(C(=S)NC2CC3CCC2C3)CC1 (stereo unspecified)	-2.4	-1.2	0	-0.2	-1.0	-3	-11	-1.5	-3
CCC1(C2C=COC=C2)NC(=O)NC1=O (stereo unspecified)	x	0.2	-2	x	-2.8	-2	4	x	x
Cc1ccc(NC(=O)C2CCCN(S(=O)(=O)c3ccc4[nH]c(=O)ccc4c3)C2)c(C)c1 (stereo unspecified)	-1.2	0.0	1	-1.1	-0.5	-9	-5	x	5
Cc1ccc(C(=O)CSc2nnc(N)s2)c(C)c1	1.1	-0.8	2	-0.1	-2.4	1	-3	0.2	-4
COCCCN(C(=O)CSCc1c(C)noc1C)c1c(N)n(Cc2ccccc2)c(=O)[nH]c1=O	5.9	-3.5	7	-0.1	-1.1	-1	-1	0.2	1
COc1cccc(C2CC(=O)Nc3cc(OC)c(OC)c(OC)c32)c1OC (stereo unspecified)	x	0.2	3	-0.9	-1.5	6	0	1.1	1
CC(C)C(C(=O)Nc1ccncc1)c1ccc(Cl)cc1 (stereo unspecified)	2.2	0.6	0	0.5	-9.0	-6	-6	-0.7	7
Cc1cc(/C=C(\C#N)C(=O)NCc2cccs2)c(C)n1-c1ccccc1F	3.8	-1.3	2	1.4	-3.6	-8	-4	-1.3	26
CC(C)N(Cc1ccccc1)C(=O)CC(=O)N(Cc1ccccc1)C(C)C	-3.2	8.7	2	1.1	-2.1	36*	12	3.3	-5
NC(N)=Nc1ccc(C=C2C=Cc3ccccc32)cc1	x	-0.2	-2	1.1	-9.1	-26	-4	x	28
Cc1ccc(NC(=O)c2cccc(S(=O)(=O)N3CCN(C)CC3)c2)cc1F	11	-2.4	13	5.7	-5.0	-5	-3	-1.5	1
CC(CNS(=O)(=O)c1ccc(Br)cc1)CN(C)C (stereo unspecified)	x	x	2	0.3	-0.2	x	x	-0.2	-3
CCNC(=O)C/C(C)=N/NC(=O)C12CC3CC(CC(C3)C1)C2	-0.3	-2.0	-3	-1.4	-2.7	-62	2	-0.1	10
CCCCCCCCCCCCC/C=C/[C@@H](O)[C@@H](N)CO	-1.6	0.1	1	-1.7	33*	-24	1	2.5	9
O=C(Nc1ccccc1Cl)c1cc(C2CCCN(S(=O)(=O)c3cccs3)C2)on1 (stereo unspecified)	-0.5	0.0	-2	x	-2.6	4	-4	x	5
O=C(/C=N/O)Nc1ccc(F)cc1	0.3	-0.5	-8	-0.9	-2.3	-8	-5	-3.4	-6
CC(=O)c1ccc(C(C)(C)c2ccc(C(C)=O)s2)s1	18	0.6	-3	0.8	-4.2	1	-4	0.8	9
Cc1sc2ncnc(SCC(=O)NC3CCS(=O)(=O)C3)c2c1C (stereo unspecified)	-1.0	-0.7	1	x	-1.0	0	-10	x	1
CC(C)Cc1nnc(NC(=O)CCC(=O)N2CCOCC2)s1	-1.1	1.4	0	-1.1	-0.3	-5	-1	0.0	0
COc1ccc(-n2c(=S)[nH]c3cc(C(=O)NCc4ccc(F)cc4)ccc3c2=O)c(OC)c1	8.3	0.6	3	1.2	-1.4	0	-4	-1.5	-2
CC(CCc1ccccc1)NC(=O)CCNS(=O)(=O)c1ccccc1C(F)(F)F (stereo unspecified)	-1.8	-0.5	4	-2.1	-1.2	-8	2	-0.1	1
O=C(CSC(=S)N1CCCC1)N(Cc1nnc(-c2ccccc2Cl)o1)C1CC1	-2.9	-0.4	-1	0.8	-3.4	-4	-4	-0.1	0
CCCCNC(=O)Cn1nc([N+](=O)[O-])c([N+](=O)[O-])c1C	x	-0.1	2	-0.1	2.8	-3	0	-0.5	6
CC1CN(S(=O)(=O)c2cccc(C(=O)OCC(=O)Nc3ccc4c(c3)OCO4)c2)CC(C)O1 (stereo unspecified)	-0.4	0.6	3	1.3	-1.1	-4	-7	0.9	-1
Cc1nc(-c2cn[nH]c2-c2ccc(O)cc2O)cs1	x	-0.8	0	-0.5	-2.2	-8	1	0.0	-5
Next section
SMILES	Mtb BioA inh	BoNT-A LC inh2	FBA Mtb inh	PfHsp40 yeast	FadD28 FP inh	BoNT F protease	Anthrax LF inh2	Mtb UGM inh	GDH-TPI counter
CC(=O)Nc1cccc(-c2ccnc3c2CC(C(=O)NCCc2ccccc2)O3)c1 (stereo unspecified)	2.0	0.3	-1	x	-4.6	2	-5	x	-5
CN(CC(=O)Nc1ccccc1Cl)C(=O)COC(=O)c1ccc(S(=O)(=O)C(F)F)cc1	-0.5	x	1	-0.7	-1.9	x	x	1.0	10
CCC(C(=O)NC1CC1)n1nc(C)c2c(C)n(-c3ccccc3)nc2c1=O (stereo unspecified)	6.5	-0.4	2	-1.4	-0.7	0	2	1.7	-3
O=C(Nc1cccc([N+](=O)[O-])c1)c1ccc([N+](=O)[O-])o1	1.4	-0.1	-4	x	-0.7	-6	-4	x	17
CC(O)CNCCCOc1ccc(Cl)cc1C(C)(C)C (stereo unspecified)	x	0.4	3	2.8	-3.3	-4	-2	-2.5	6
Cc1cccc(CNC(=O)C2CCC(=O)N(Cc3ccccc3F)C2)n1 (stereo unspecified)	-0.7	-1.6	5	0.2	-1.4	-6	-2	x	1
COc1ccc(CCNC(=O)CC2Nc3cc(C)c(C)cc3NC2=O)cc1OC (stereo unspecified)	-1.1	1.1	9	0.9	-4.6	9	-4	-0.8	14
NS(=O)(=O)c1cc(C(=O)OCC(=O)Nc2ccccc2[N+](=O)[O-])ccc1Cl	x	-0.6	11	-0.7	-1.9	-3	-1	0.5	-3
CCc1nccn1CCC(=O)N1CCCC(N2CCN(c3ccccc3F)CC2)C1 (stereo unspecified)	-1.3	-2.1	-1	0.6	-1.9	0	0	-4.0	-8
COc1ccc(-c2cc(C(F)(F)F)nc(S(C)(=O)=O)n2)cc1	x	-1.5	7	1.5	-7.6	-7	-3	-0.7	39*
COc1ccc(Cl)cc1NC(=O)COC(=O)C1CC1	0.5	0.0	7	-0.9	-1.3	-10	-6	0.7	12
NC(=O)c1nn2c(C(F)(F)F)cc(-c3ccccc3)nc2c1Br	-0.5	-3.8	0	0.2	1.0	-6	-16	-1.3	11
Cc1cccc(-c2cc3c(nn2)-c2ccccc2C3=O)c1	-0.5	1.2	-4	-1.0	-2.7	8	-1	0.6	4
CC(C(=O)Nc1ccc(F)cc1Cl)N(C)CCOc1ccccc1 (stereo unspecified)	-0.4	-1.7	-1	1.4	x	-8	-5	0.6	4
O=C1CN(C(=O)c2ccco2)c2ccccc2N1	-0.4	0.8	-2	-0.9	0.2	-19	3	0.9	7
CCOC(=O)c1c(/N=C/C2C(=O)NC(=O)NC2=O)sc2c1CCC2	-0.6	-1.0	3	-1.4	-3.1	-2	-4	-2.2	1
COc1ccc(S(=O)(=O)N2CCOCC2)cc1NC(=O)CN(C)Cc1c(F)cccc1Cl	x	0.6	-2	0.4	-0.7	-4	-4	-0.7	4
COc1cc(SC)ccc1C(=O)NCC1CCCCC1	4.5	-4.2	-1	0.2	-2.4	-24	-12	0.7	0
COCC(O)Cn1ccnc1N=Nc1ccccc1 (stereo unspecified)	0.2	0.5	-4	x	-3.6	0	-1	x	x
Cc1ccc(NC(=O)C2c3ccccc3Oc3ccccc32)c(C)c1	x	-0.3	0	-1.0	0.9	-3	-1	-1.8	4
CC(=O)N1CCc2cc(Br)cc(S(=O)(=O)NCCN3CCCCC3C)c21 (stereo unspecified)	0.7	0.9	0	-0.6	-1.1	-12	-7	1.8	8
CNC(=O)Cn1nc(-c2ccc(C)cc2)c2ccccc2c1=O	0.4	0.6	0	-1.6	-0.6	-4	1	3.8	3
CS(=O)(=O)N(CC(=O)Nc1cccc([N+](=O)[O-])c1)c1cccc(F)c1	2.7	-1.4	1	-1.5	-1.4	0	3	-4.1	1
O=C(Cn1cc2c(n1)CCCCC2)NCCN1CCOCC1	1.9	0.1	3	-1.4	-2.1	-2	0	-2.4	-7
CCOC(=O)C1=C(N)Oc2ccc3ccccc3c2C1c1cccc(O)c1 (stereo unspecified)	-1.7	-3.8	1	6.4	-2.2	-5	-9	-1.0	1

Reprinted from the part before: 3 entries, followed by the next part.
SMILES	Mtb BioA inh	BoNT-A LC inh2	FBA Mtb inh	PfHsp40 yeast	FadD28 FP inh	BoNT F protease	Anthrax LF inh2	Mtb UGM inh	GDH-TPI counter
CS(=O)(=O)N(CC(=O)Nc1cccc([N+](=O)[O-])c1)c1cccc(F)c1	2.7	-1.4	1	-1.5	-1.4	0	3	-4.1	1
O=C(Cn1cc2c(n1)CCCCC2)NCCN1CCOCC1	1.9	0.1	3	-1.4	-2.1	-2	0	-2.4	-7
CCOC(=O)C1=C(N)Oc2ccc3ccccc3c2C1c1cccc(O)c1 (stereo unspecified)	-1.7	-3.8	1	6.4	-2.2	-5	-9	-1.0	1
COc1cc2c(cc1OC)[C@@H]1Cc3ccc(OC)c(OC)c3CN1CC2	1.1	-4.2	1	-0.9	1.3	22	9	1.3	-2
O=C(CCC1CCCN(C(=O)C2CCCC2)C1)NCc1ccc(F)c(F)c1 (stereo unspecified)	x	-0.2	1	0.1	-1.5	-1	-1	-1.9	4
CCCCCCn1c(SCC(=O)Nc2cc(C)on2)nc2ccccc2c1=O	x	-2.5	2	20	1.0	-1	-3	1.2	7
CC(=O)NCCC1CCN(C(=O)C2CCC(=O)N(C3CCCC3)C2)CC1 (stereo unspecified)	-2.9	-2.8	1	0.4	-3.3	-9	-1	-0.7	-7
Clc1ccc(C2Nc3ccccc3-n3cccc32)cc1 (stereo unspecified)	0.9	0.5	18	0.1	0.7	4	-1	4.2	15
CCOC(=O)N1CCC(NC(=O)Cn2cc3c(n2)CCCCC3)CC1	-0.1	-0.4	3	-1.1	-1.9	8	-4	-1.9	6
Cc1ccc(CNC(=O)CS(=O)Cc2nc(-c3cccs3)oc2C)cc1 (stereo unspecified)	-2.7	0.4	4	0.6	-1.2	5	-6	0.2	12
COc1cccc(-c2noc(-c3ccc(Br)o3)n2)c1	x	-1.9	-5	-0.2	-5.0	-10	-5	1.2	-13
Cc1c(C(=O)NCc2cccc(C(F)(F)F)c2)sc(=O)n1Cc1ccccc1F	-1.1	-0.5	4	x	-1.7	-18	-2	x	0
COc1ccc(Cl)cc1NC(=O)CSc1nnc(CN2CCOCC2)n1-c1ccc(Cl)cc1	8.8	-0.4	-1	0.6	-2.5	-7	-4	-6.8	-5
COc1ccc(Cc2c(C)nc(N)nc2Cl)cc1	x	-0.2	-2	-1.2	-3.3	-4	1	-2.1	7
CCCCNC(=O)CCn1nc(-c2ccccc2)ccc1=O	0.9	-0.2	0	-1.4	-2.4	-6	-2	4.3	1
CCCCn1c(SCC(=O)Nc2nnc(C)s2)nnc1-c1ccoc1C	4.1	0.0	7	-1.2	1.0	21	-4	0.0	0
COC(=O)CSc1ccc(S(=O)(=O)N2CCC(C)CC2)cc1[N+](=O)[O-]	x	-0.4	2	-0.3	1.8	-12	2	3.0	16
O=C(CCNC(=O)c1ccco1)Nc1ccc(OC(F)(F)F)cc1	-0.6	-3.0	0	-1.8	-0.1	-3	-2	0.6	8
O=C(COc1ccc(-n2cnnn2)cc1)Nc1ccccc1OC(F)F	-0.9	1.9	2	-0.6	0.7	12	7	-2.5	2
Cc1ccccc1NC(=O)c1cc(S(=O)(=O)N2CCOCC2)cn1C	-1.3	-0.4	1	-1.1	-3.0	-1	1	0.2	10
O=C(CNC(=O)c1ccc(N2CCCC2=O)cc1)Nc1ccc(F)c(F)c1F	-2.0	-0.2	1	0.3	-1.4	-2	-7	1.7	10
CCCN(CC(=O)Nc1ccccc1C)C(=O)c1nn(CC)c(=O)c2ccccc12	-0.1	-0.7	6	0.3	0.0	0	-6	1.4	9

Rewritten with bars between the fields: part of the list above.
Compound | Mtb BioA inh | BoNT-A LC inh2 | FBA Mtb inh | PfHsp40 yeast | FadD28 FP inh | BoNT F protease | Anthrax LF inh2 | Mtb UGM inh | GDH-TPI counter
CCCN(CC(=O)Nc1ccccc1C)C(=O)c1nn(CC)c(=O)c2ccccc12 | -0.1 | -0.7 | 6 | 0.3 | 0.0 | 0 | -6 | 1.4 | 9
Cc1ccccc1NC(=O)c1cc(S(=O)(=O)N2CCOCC2)cn1C | -1.3 | -0.4 | 1 | -1.1 | -3.0 | -1 | 1 | 0.2 | 10
CCCCn1c(SCC(=O)Nc2nnc(C)s2)nnc1-c1ccoc1C | 4.1 | 0.0 | 7 | -1.2 | 1.0 | 21 | -4 | 0.0 | 0
CCCCNC(=O)CCn1nc(-c2ccccc2)ccc1=O | 0.9 | -0.2 | 0 | -1.4 | -2.4 | -6 | -2 | 4.3 | 1
